# Mito fusion yeast: qHTS Assay for Small Molecule Inhibitors of Mitochondrial Division or Activators of Mitochondrial Fusion; S. cerevisiae fusion-defective mutant growth rescue, CellTiterGlo 48 h; Potency, µM (top dose mostly 46.1 µM), for the others: at the top dose growth rescue (activation), actives largely listed as activators; 0.23% of 320,000 active; AID 485298, 2010;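 further: potency means the concentration at half of the fitted maximal effect; % of control where 0% means no effect; nearly all actives have a fitted effect of over 45% in size; temperature-sensitive fusion mutants such as fzo1-1 at 37 °C on non-fermentable ethanol glycerol medium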
#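 S. cerevisiae fusion-defective temperature-sensitive mutants (e.g. fzo1-1, mgm1-5) grown 48 h at 37C in YPEG (ethanol/glycerol non-fermentable) medium with 23 nl compound per well; growth rescue read as CellTiterGlo luminescence.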
# Eya2 inh: qHTS Assay for Inhibitors of the Phosphatase Activity of Eya2; Protein phosphatase EYA2 (Homo sapiens), O00167; recombinant Eya2, OMFP fluorescence dephosphorylation (OMFP is methylfluorescein phosphate); Potency, µM (doses to about 76.9 µM), for inactives: at the top dose activity, negative = inhibition, most hits filed as inhibitors; 0.006% of 330,000 active; further: potency means the concentration at half of the fitted maximal effect; on the % scale 0 is the no-effect control and ±100 the full control effect
#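 Eya2 protein (added as 0.2 uM solution) was preincubated with compound for 10 min at ambient temperature in 50 mM HEPES pH 7.5, 50 mM NaCl, 5 uM MgCl2, 0.05% BSA, 1 mM DTT. OMFP (added at 50 uM) then reacted 10 min; fluorescence read at 485/525 nm.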
# TSHR antagonist: Antagonists of the Thyroid Stimulating Hormone Receptor: HTS campaign; Thyrotropin receptor (Homo sapiens), P16473; TSHR-expressing cells, TSH-stimulated cAMP HTRF, 2 h; hits give low values; activity change, negative = inhibition, % at 11.5 µM; 0.2% of 330,000 active;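 active means activity change below a set negative limit, meaning inhibition stronger than a set level, cut at about -70% in these data; inconclusive means activity change between two set negative limits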; further: on the % scale 0 is the no-effect control and ±100 the full control effect
#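 Freshly harvested TSHR cells receive pin-tooled compound, then EC80 TSH at 4nM final. After 2 hours at 37 deg C, antibody in lysis buffer and cAMP-d2 are added; 30 minutes at ambient temperature precede the HTRF read.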
# AT treatment: qHTS Assay for Identifying a Potential Treatment of Ataxia-Telangiectasia; […] A-T fibroblasts, KAP-1 phosphorylation AlphaLISA; neocarzinostatin DNA damage 30 min before lysis; Potency, µM (top dose mostly 57.5 µM), without a hit: at the highest dose activation, most hits filed as activators; 0.19% of 320,000 active; further: potency means the concentration at half of the fitted maximal effect; % of control where 0% means no effect; nearly all actives have a fitted effect of over 45% in size
#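 hTERT-immortalized A-T patient fibroblasts ([…]), 500 cells/well in OPTI-MEM, 1% FBS, got compounds for 60 min, then NCS for 30 min at 37C. Lysates were then assayed for phospho-KAP-1 by AlphaLISA (anti-pKAP1 donor, anti-KAP1 acceptor beads), 6 hr at 25C.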
# ELG1 repair inh: qHTS screen for small molecules that inhibit ELG1-dependent DNA repair in human embryonic kidney (HEK293T) cells expressing luciferase-tagged ELG1; HEK293T ELG1-luciferase reporter, luminescence, 16 h; DNA damage induced by 5-fluorouridine; 2.3% of 330,000 active; Potency, µM (highest dose often 46.1 µM), for inactives: top-dose activity change, negative = inhibition, usual class: inhibitors; AID 504467, 2011; further: potency means the concentration at half of the fitted maximal effect; on the % scale 0 is the no-effect control and ±100 the full control effect; nearly all actives have a fitted effect of over 55% in size
#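 Step one: seed 2,000 cells per well. Step two: pin-transfer compound or DMSO alongside 5-fluorouridine. Step three: incubate 16 hr, 37 °C, 5% CO2. Step four: add ONE-Glo, wait 30 min, read luminescence.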
# TCR act: Activators of T cell receptors: qHTS campaign. primary human leukocytes, anti-CD3, IL-2 HTRF, 48 h. Potency, µM (top dose mostly 9.22 µM), inactives show top-dose activation of IL-2 secretion, most hits filed as activators. 330,000 tested, under 10 active. AID 504894, 2011; further: % of control where 0% means no effect
#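 HTRF read-out of IL-2 secretion: europium cryptate donor excited at 320nm, d2 acceptor emission at 665nm. Cells were primary human leukocytes incubated 48 hr with compounds and a-CD3 beads, supplying TCR signal only.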
# KCNH2 3.1 block: qHTS for Inhibitors of KCHN2 3.1: Mutant qHTS; Potassium voltage-gated channel subfamily H member 2, brain isoform KCNH2 3.1 (human); U2OS KCNH2 3.1, thallium flux FluxOr; hits give low values; activity change, % (tested at about 1.8 µM); 0.95% of 340,000 active; AID 720553, 2013;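 active means maximum activity change below -70%; inconclusive means maximum activity change from -70% to -50%; inactive means maximum activity change above -50%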;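 further: thallium influx rate constant from kinetic fluorescence after stimulation buffer; on the % scale 0 is the no-effect control and ±100 the full control effect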
#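 Virally transduced U2OS (3.1 isoform, 4 h infection in dark at RT) → overnight 37 C → FluxOr + Red40 in HBSS/HEPES, 45 min → stimulation buffer, 2 min kinetic read → rate constant vs DMSO controls.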
# hERG WT inh: qHTS for Inhibitors of KCHN2 3.1: Wildtype qHTS. U2OS, BacMam KCNH2, thallium flux FluxOr; hits give low values. AID 720551, 2013. 0.37% of 340,000 active. activity change, % at 1.84 µM. Voltage-gated inwardly rectifying potassium channel KCNH2 (Homo sapiens), Q12809;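 active means maximum activity change below -70%; inconclusive means maximum activity change between -70% and -50%; inactive means maximum activity change above -50%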; further: on the % scale 0 is the no-effect control and ±100 the full control effect
# Target sequence (Q12809 whole entry, looked up): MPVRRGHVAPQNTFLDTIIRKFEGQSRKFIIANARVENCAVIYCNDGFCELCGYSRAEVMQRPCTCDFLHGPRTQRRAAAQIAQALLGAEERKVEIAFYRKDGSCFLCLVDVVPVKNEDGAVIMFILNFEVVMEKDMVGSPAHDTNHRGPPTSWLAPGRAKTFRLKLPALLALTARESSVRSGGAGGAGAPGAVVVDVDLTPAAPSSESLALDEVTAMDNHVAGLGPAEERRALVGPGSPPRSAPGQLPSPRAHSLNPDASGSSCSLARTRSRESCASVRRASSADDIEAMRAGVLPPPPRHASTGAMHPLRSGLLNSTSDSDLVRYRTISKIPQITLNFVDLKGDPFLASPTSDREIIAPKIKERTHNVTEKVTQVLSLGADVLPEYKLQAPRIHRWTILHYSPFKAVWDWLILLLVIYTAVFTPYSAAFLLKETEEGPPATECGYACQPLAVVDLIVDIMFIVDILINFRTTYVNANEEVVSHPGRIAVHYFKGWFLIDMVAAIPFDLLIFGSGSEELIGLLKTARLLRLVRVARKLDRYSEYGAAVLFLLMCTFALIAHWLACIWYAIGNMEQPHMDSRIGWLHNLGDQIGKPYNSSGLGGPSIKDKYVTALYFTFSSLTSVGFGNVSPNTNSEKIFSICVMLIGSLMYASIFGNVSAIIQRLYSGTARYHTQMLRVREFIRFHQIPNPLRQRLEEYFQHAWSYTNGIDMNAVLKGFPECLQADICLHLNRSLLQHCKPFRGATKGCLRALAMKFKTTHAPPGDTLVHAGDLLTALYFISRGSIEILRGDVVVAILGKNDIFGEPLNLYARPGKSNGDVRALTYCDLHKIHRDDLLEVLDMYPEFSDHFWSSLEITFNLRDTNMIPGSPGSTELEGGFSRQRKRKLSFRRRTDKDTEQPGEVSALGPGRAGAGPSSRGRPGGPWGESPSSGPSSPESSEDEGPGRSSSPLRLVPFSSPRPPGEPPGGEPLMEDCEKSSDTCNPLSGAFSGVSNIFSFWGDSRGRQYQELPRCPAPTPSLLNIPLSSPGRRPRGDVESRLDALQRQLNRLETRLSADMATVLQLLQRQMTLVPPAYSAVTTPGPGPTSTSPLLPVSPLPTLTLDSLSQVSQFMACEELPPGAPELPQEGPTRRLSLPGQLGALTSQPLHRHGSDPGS
#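 U2OS cells were transduced with wild-type KCNH2 virus (2.03 x 10^8 / mL) for 4 h at room temperature, then cultured overnight at 37 C. Thallium flux was read with FluxOr dye. Rate constants were normalized to DMSO controls.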
# TRPV1 ag: HTS Assay for Compounds that Act as Agonists of the Vanilloid Receptor 1. 0.19% of 320,000 active. activation, % at 8.33 µM. AID 540275, 2011. Transient receptor potential cation channel subfamily V member 1 (Homo sapiens), Q8NER1. TRPV1-expressing cells, Fluo-8 calcium influx, agonist mode; in the data active means activation above about 80%; inconclusive means between about 30% and that limit; further: 0% is about no effect
#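 Fluo-8 calcium influx in TRPV1-expressing cells, kinetic read (ex 480/em 520 nm). Compound added and read 3 min for agonist activity, followed by capsaicin at EC20 final and 2 min further read for enhancement.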
# USP2a block: qHTS Assay for Inhibitors of Ubiquitin-specific Protease USP2a Using CHOP2 as the Reporter | USP2 core, Ub-CHOP2 coupled fluorogenic reporter, 485/531 | 0.01% of 330,000 active | AID 463254, 2010 | Potency, µM (highest dose often 38.3 µM), for the others: at the highest dose activity change, negative = inhibition, most hits filed as inhibitors | Ubiquitin carboxyl-terminal hydrolase 2 (Homo sapiens), O75604;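 further: potency means the concentration at half of the fitted maximal effect; plate controls were DMSO wells for no effect and full inhibition by NEM control for full effect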
#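 USP2 core (10nM final) preincubated 30min RT with compound in 20mM Tris-HCl pH 8.0, 2mM CaCl2, 2mM beta-mercaptoethanol, 0.05% CHAPS; 25nM Ub-CHOP2 plus 25nM reporter substrate added, fluorescence (Ex485/Em531) read after 60min.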
# The depositor's hits bear a star; ? = inconclusive; . = no result given; [ ] = another dose, or the depositor's remark. Unless noted, the call rests on the fitted dose curve; in most records, active means well fitted curve in the direction sought with a large enough effect; inconclusive means small, poorly fitted or top-dose-only effect, or another doubt; inactive means no such curve, though single readings can be large; an effect the other way counts as inactive or inconclusive.
SMILES,Mito fusion yeast,Eya2 inh,TSHR antagonist,AT treatment,ELG1 repair inh,TCR act,KCNH2 3.1 block,hERG WT inh,TRPV1 ag,USP2a block
CCOC(=O)C1=C(COC(=O)c2cccc(NC(C)=O)c2)NC(=O)NC1C (configuration not stated),-0.9%,15.4%,7.7,-9.8%,?,8.6%,-6.8,-3.7,-2.7,0.9%
Cc1ccc2occ(CN3CCN(c4ccccc4)CC3)c(=O)c2c1,4.7%,-1.7%,-6.3,-11.8%,3.3%,0.1%,-2.9,-26.7,4.3,3.8%
CCNC(=O)CCSc1nnc(-c2ccncc2)o1,-13.1%,11.6%,-1.0,-1.6%,-5.3%,2.1%,36.4,0.3,-1.8,9.3%
COc1ccc(/C=C/C(=O)c2cc(F)ccc2OC(=O)c2ccccc2C)cc1OC,15.5%,-4.0%,0.9,-7.0%,-10.2%,-6.1%[46.1 µM],-17.7,28.6,0.4,2.7%
Cc1ccccc1OCCn1c(C)nc2ccccc21,-3.2%,-9.7%,-19.4,-0.8%,-3.8%,-1.0%,-1.5,0.0,9.5,0.1%
C/C(=N\NC(=O)c1ccc(Cn2cc(Br)cn2)o1)c1ccc(NC(=O)c2ccoc2C)cc1,-1.0%,5.3%,38.3,5.4%,?,0.4%,.,8.4,-10.3,-7.0%
Cc1ccccc1Cn1ccc(NC(=O)c2cc3ncc(Br)cn3n2)n1,1.5%,3.2%,-9.8,-2.3%,?,5.5%,0.2,-1.0,10.5,3.1%
CCCNS(=O)(=O)c1cccc(C(=O)OCc2cc(=O)oc3cc(OC)ccc23)c1,?,?,-11.0,-2.6%,-3.8%,-0.1%,-3.9,-0.2,-0.9,4.2%
CCN1C(=O)NC(c2cc(Br)ccc2OC)C(C(=O)OC)=C1C (configuration not stated),7.2%,-3.0%,34.1,12.0%,-18.6%,0.3%[46.1 µM],-8.0,-4.7,-2.2,-1.6%
COc1ccc(Cn2c(=O)oc3ccccc32)cc1F,2.8%,9.3%,-5.1,4.3%,11.6%,-4.4%,1.1,1.4,10.8,-0.1%
O=C(Nc1ccc(-c2nc3ccccc3o2)cc1)c1ccc(N2CCOCC2)c([N+](=O)[O-])c1,-2.2%,-1.0%,-2.7,11.4%,?,-3.7%,-23.2,7.7,5.7,0.4%
Cc1cccnc1NC(=O)CNC(=O)C12CC3CC(CC(C3)C1)C2,5.1%,9.5%,-2.7,11.2%,-8.3%,-1.8%,0.6,2.1,3.0,-2.0%
CN(Cc1ccc(Cl)cc1Cl)C(=O)c1cc(=O)c2ccccc2o1,14.5%,-9.4%,-13.5,6.2%,8.7%,-4.2%,-10.3,-6.0,23.1,1.7%
O=C(Cc1cccc2ccccc12)NCCc1ccccc1,10.6%,7.9%,7.0,1.6%,-1.8%,.,-1.2,-4.4,0.5,-1.4%
CCSc1nc(-c2ccccc2)cc(=O)[nH]1,5.5%,-5.4%,-5.6,5.3%,?,-3.7%,.,.,-0.5,-0.2%
COC(=O)c1cc(OC)c(OC)cc1NC(=O)CC1CCCCC1,19.0%,-22.8%,9.1,-0.2%,?,0.1%,3.6,-4.8,?,0.8%
COc1cc(NC(=O)c2ccco2)c(OC)cc1NC(=O)Nc1ccccc1Cl,-4.3%,2.5%,-4.7,3.0%,9.8%,-6.7%,-6.3,-2.8,2.0,-0.5%
CC(C)CC(=O)NC(=S)N(Cc1ccccc1)Cc1ccccc1,8.0%,-5.1%,1.2,11.9%,-4.9%,1.9%[46.1 µM],7.3,-9.0,17.6,-0.8%
COc1ccccc1OCCCOc1ccc([N+](=O)[O-])cc1Cl,3.6%,-6.9%,1.7,10.1%,?,-15.3%,.,-17.9,0.8,-0.7%
Cc1cc(=O)[nH]c(SCC(=O)Nc2nc3ccccc3s2)n1,-1.2%,-3.1%,0.8,-5.5%,6.5%,-8.4%,3.0,29.4,1.3,-3.3%
O=C(CNC(=O)c1cccs1)NCCc1ccco1,0.3%,2.6%,-23.4,-5.4%,?,-11.4%,2.0,-0.2,-2.6,-2.6%
COc1ccc(NCC(=O)NN=C2CCS(=O)(=O)c3ccc(F)cc32)cc1,.,-20.1%,-13.2,-2.7%,-1.6%,6.1%,8.3,-4.7,.,-1.9%
Cc1ccc(-n2ncc(C(=O)Nc3ccc(Cl)cc3)c2C2CCNCC2)cc1C,-0.1%,5.7%,-2.0,-0.6%,-5.1%,5.9%,.,55.7,?,1.3%
Cc1ccc(OCCNC(=O)/C=C/c2ccco2)cc1C,-3.3%,-21.0%,-2.0,1.2%,-4.0%,6.2%,-3.4,-0.6,11.1,-0.9%
Cc1cccc(Nc2nnc(SCC(=O)Nc3ccc(C(=O)O)cc3)s2)c1,-4.7%,8.6%,-5.0,2.8%,?,6.9%,-10.2,-5.1,1.4,-1.0%
O=C(COc1ccccc1Cl)Nc1ccc(S(=O)(=O)N2CCOCC2)cc1,3.4%,-1.7%,6.5,-5.4%,-17.1%,-0.6%,11.0,9.9,?,2.1%
Cc1ccc(C(CC(=O)O)Nc2nc(N3CCOCC3)nc(N3CCOCC3)n2)cc1 (configuration not stated),-6.7%,1.9%,-1.5,-4.4%,-4.3%,28.4%,8.2,-1.4,2.0,0.9%
Cc1ccc(NC(=O)CSc2nn(-c3ccccc3)c(=S)s2)cc1S(=O)(=O)N(C)C,-0.3%,5.6%,-44.3,-5.9%,23.1µM*,-5.1%[46.1 µM],5.0,-0.8,-0.3,-2.5%
CN(C)S(=O)(=O)Oc1ccc(Cl)cc1C(=O)Nc1ccc(F)cc1F,1.5%,-4.0%,-2.2,9.5%,4.2%,5.1%,4.0,0.2,10.5,-0.6%
CN(C)c1nc(Oc2ccc(N)cc2)nc(N(C)C)n1,2.6%,-17.3%,10.4,-4.0%,16.5%,-2.6%,-7.3,2.4,7.8,0.8%
O=C(c1cccnc1)N1CCN(c2ccc([N+](=O)[O-])cc2Cl)CC1,4.5%,4.4%,1.9,7.0%,-8.7%,-0.9%[46.1 µM],-120.0*,8.9,-1.8,4.4%
CC(=O)C1C(c2ccc(C)cc2)c2c(noc2C)CC1(C)O (configuration not stated),2.1%,1.5%,7.1,-1.4%,14.7%,4.6%,2.9,-3.6,3.9,-5.4%
O=C(Oc1ccc([N+](=O)[O-])cc1)c1cc(-c2ccccc2)nc2ccccc12,0.0%,-6.3%,6.6,-3.6%,0.0%,1.4%,0.2,3.5,-0.2,0.8%
Cc1nc2c(=O)[nH]c3ccccc3c2o1,-0.9%,-3.5%,24.6,-1.2%,8.1%,1.0%,-9.5,0.3,-1.0,9.4%
O=C(CSc1nnc(NC(=O)c2ccccc2F)s1)NCC1CCCO1 (configuration not stated),1.4%,-4.2%,-8.9,-4.3%,?,6.5%,-2.2,-3.5,0.5,3.5%
CCn1nnnc1SCC(=O)Nc1ccc(OCc2ccccc2)cc1,-3.5%,-14.0%,-5.7,4.7%,15.3%,3.1%[46.1 µM],-5.3,10.4,2.6,4.1%
COc1ccc(N2C(=O)C(CC(=O)Nc3ccccc3)N(Cc3ccc(OC)c(OC)c3)C2=O)cc1 (configuration not stated),4.9%,-3.0%,2.6,-3.1%,14.0%,-3.0%,35.6,-0.6,0.3,0.5%
Cc1ccc(-n2c(SCC(=O)c3c(N)n(C)c(=O)n(C)c3=O)nc3sc4c(c3c2=O)CCCC4)c(C)c1,2.2%,-3.4%,0.5,-1.5%,?,7.5%[46.1 µM],-12.6,-0.8,?,-3.5%
Brc1ccc(-c2nnc(-c3ccccc3)o2)o1,0.1%,-1.3%,0.9,-4.4%,?,?,-34.1,-7.6,18.4,-9.9%
C#CC[N+]1(CC#Cc2ccc(C)cc2)CCCCC1,-0.4%,0.5%,-0.6,3.6%,-19.6%,-1.0%[46.1 µM],-12.3,-1.1,-2.9,-14.5%
O=C(Nc1ccncc1)C1c2ccccc2Oc2ccccc21,14.5%,-10.5%,14.3,.,8.3%,1.2%,6.4,1.5,-8.7,-1.6%

# The list is partial; rates above refer to the full screens.
